Screens from PubChem BioAssay.
ER stress rescue: protection against thapsigargin-triggered cell killing – 384-well, CSM14.1, ATP luminescence, primary screen (AID 1222) | CSM14.1 thapsigargin-induced death rescue, ATP luminescence; higher % means a stronger effect | one-dose cellular ATP content (survival), % at 20 µM; EC50 in µM for titrated hits | 190,000 tested, under 10 active;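 active = EC50 below 50 µM in the dose-response confirmation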;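 also: death triggered by thapsigargin at about 15 µM added after 2 h compound pretreatment; cell ATP read after overnight thapsigargin exposure of roughly 18 to 22 hours; normalized against plate controls of thapsigargin alone and 5% DMSO vehicle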
NS5 inhibitors: Dengue-2 NS5 methyltransferase inhibitors, primary screen, biochemical, confirmation dose response (AID 588689). one-dose inhibition, % at 25 µM; IC50 in µM for titrated hits. 0.3% of 340,000 active. Dengue-2 NS5 methyltransferase capping enzyme assay, biochemical; higher % means a stronger effect; in the data active = a potency from the dose series; inconclusive = inhibition above about 29% without an active follow-up result
RSV CPE inhibition: inhibition of RSV-induced cytopathic effect – HEp-2 cells, primary 10 µM value included (AID 2391). HEp-2 cells, RSV-induced CPE inhibition; higher % means a stronger effect. CPE inhibition, % at 10 µM, or IC50 in µM where a hit was titrated. 0.13% of 310,000 active; in the data active = a potency from the dose series; inconclusive = CPE inhibition mostly from about 23% at the one dose, without a potency; inactive = the rest, 99 in 100 with CPE inhibition below about 21%; also: strong numbers were not always called active
West Nile antiviral: West Nile virus antiviral activity, cell-based, CPE readout (AID 1621); West Nile virus-infected cells, CPE inhibition; higher % means a stronger effect; CPE inhibition, % at 10 µM, or IC50 in µM where a hit was titrated; 0.02% of 290,000 active; in the data active = a potency from the dose series; inconclusive = CPE inhibition mostly from about 3.7% at the one dose, without a potency; inactive = the rest, 99 in 100 with CPE inhibition below about 2.2%; also: strong numbers were not always called active
XIAP antagonists: XIAP antagonists, biochemical, IAP family, fluorescence polarization (AID 1018) | XIAP BIR domain, fluorescence polarization peptide displacement; higher % means a stronger effect | displacement, % at 20 µM; hits with a dose series show IC50 in µM | 0.007% of 200,000 active; in the data active = displacement above about 50%; also: a part of the inactive calls stands beside numbers as strong as those of hits
Yfh1-off respiration: enhancers of respiration in Yfh1-depleted yeast, dose response, Friedreich's ataxia, plus single-dose screen (AID 1465). S. cerevisiae Yfh1-off respiration, WST-1 reduction, 72 h; higher fold induction means a stronger effect. one-dose fold induction at 50 µM; EC50 in µM for titrated hits. 0.074% of 220,000 active;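 active = fold induction of absorbance versus untreated yeast above a set limit, then at least 30% activation at any dose in follow-up; inconclusive = repeats straddling the limit, or above it without dose testing; inactive = fold induction below the set limit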;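 also: activators that raise dye reduction in frataxin-depleted yeast; strong numbers were not always called active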
K1F lysis inhibition: inhibition of K1F phage lysis, E. coli UTI89, bacterial capsule biogenesis inhibitors, alamar blue (AID 488966); inhibition, % at 100 µM, or IC50 in µM where a hit was titrated; 0.02% of 340,000 active; E. coli UTI89 K1F phage lysis, alamar blue, 2 h; higher % means a stronger effect;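 active = phage lysis inhibition, versus mean bacterial control, above a set limit; inconclusive = no clear call, values can overlap the other calls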;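 also: capsule biogenesis inhibitors block K1F phage lysis so surviving cells raise fluorescence; higher fluorescence means more inhibition of phage lysis; actives were called in the ten point dose series up to 300 µM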
SV40 large T antigen: SV40 large T antigen inhibitors, biochemical (AID 1903); SV40 large T antigen ATPase/helicase inhibition assay; higher % means a stronger effect; inhibition, % at 20 µM; hits with a dose series show IC50 in µM; 0.39% of 310,000 active; in the data active = a potency from the dose series; inconclusive = inhibition mostly from about 32% at the one dose, without a potency; inactive = the rest, 99 in 100 with inhibition below about 32%; also: strong numbers were not always called active
WT yeast gro inh: growth inhibition of WT yeast, mitochondrial fusion screen. AID 1362. mitochondrial fusion phenotypic screen, WT strain. 2.1% of 190,000 active. inhibition, % at 10 µM; in the data active = inhibition above about 58%; tested in S. cerevisiae
WT yeast gro inh mutant strain: second read-out of WT yeast gro inh, no call of its own (marks repeat the call); inhibition, %; mitochondrial fusion phenotypic screen, mutant strain inhibition
NS5 inhibitors pilot replicate: recorded beside NS5 inhibitors, whose call it bears; inhibition, %; measured here: pilot screen replicate inhibition
Numbers without * were called inactive; i = inactive; ? = inconclusive; / = no result given; & = joins results of further samples; [ ] = another dose, or the depositor's remark.

SMILES	ER stress rescue	NS5 inhibitors	RSV CPE inhibition	West Nile antiviral	XIAP antagonists	Yfh1-off respiration	K1F lysis inhibition	SV40 large T antigen	WT yeast gro inh	WT yeast gro inh mutant strain	others
CCNC(=S)N(CCN(CC)CC)Cc1cc2cc3c(cc2[nH]c1=O)OCO3	/	-1%	-1.0%	-0.5%	/	/	1.5%	12%	/	/
COCc1cc(Sc2ccc(OC)cc2)nc(-c2ccccc2)n1	-1.1%	/	0.2%	0.6%	-2.7%	i	-0.3%	5%	-2	-26
COCCCN(C(=S)Nc1c(C)cc(C)cc1C)C(C)c1ccccn1 (stereo unspecified)	-0.3%	-4%	2.4%	-0.6%	-5.3%	i	-0.2%	18%	20	10
CCN(CC)C(=O)c1sc2c(c1C)c(=O)n(-c1ccc(OC)cc1OC)c(=O)n2CC(=O)c1ccccc1	-11%	-5%	2.0%	0.0%	-4.5%	i	0.6%	-2%	16	-1
O=C(c1cccs1)N1N=C(c2ccccc2)CC1c1ccc(O)cc1 (stereo unspecified)	1.4%	0%	50%	-0.4%	-6.7%	i	-0.2%	22%	56	13
CCN1CCN(CC#CCOc2ccccc2OC)CC1	/	-5%	0.2%	0.5%	/	/	2.0%	-3%	/	/
Cc1nc(NC(=O)C2CCCCC2)sc1C	-0.6%	3%	1.1%	-1.4%	-5.2%	i	0.2%	6%	-8	0
Cc1cc2[nH]c(=O)c(=O)[nH]c2cc1S(=O)(=O)N1CCN(c2cccc(C(F)(F)F)c2)CC1	/	-2%	3.0%	0.6%	/	/	0.1%	/	/	/
NC(=O)COc1ccc(NS(=O)(=O)Cc2ccccc2)cc1	/	-3%	1.5%	-0.3%	/	/	-0.2%	7%	/	/	NS5 inhibitors pilot replicate=0.6
CCCCn1c(-c2cccs2)nc2nc3ccccc3nc21	-0.6%	-3%	7.2%	0.8%	-1.9%	i	0.3%	-2%	3	15
O=C(COc1ccc(Br)cc1Cl)N1CCN(c2ccccn2)CC1	/	-3%	3.0%	-0.9%	/	/	-0.3%[50 µM]	9%	/	/
Cc1ccc(S(=O)(=O)N2CCN(Cc3cccc(C)c3O)CC2)cc1	0.2%	-11%	1.1%	0.1%	-3.5%	i	0.4%	-2%	-12	-3
CCC1=C(OC(=O)N(CC)CC)N2C(=O)OC(=NCc3ccccc3)[C@]2(C)[C@H]2C1=CC[C@H]1C(=O)N(CC)C(=O)[C@H]12	/	-6%	1.4%	-0.3%	/	i	1.3%	1%	/	/
COc1ccc(CCNC(=O)CCNS(=O)(=O)c2cccc3nonc23)cc1OC	-2.5%	-3%	0.2%	-0.5%	-5.4%	i	-0.5%	-1%	6	19
CCC(=O)Nc1cccc(-c2ccc(N3CCN(C)CC3)nn2)c1	/	2%	-1.1%	0.8%	/	/	0.5%	9%	/	/
O=C(c1cccs1)N(c1ccc(Cl)cc1)C1C=CS(=O)(=O)C1 (stereo unspecified)	-1.0%	-4%	2.3%	-0.6%	-8.1%	i	0.2%	5%	1	17
Cc1ccc(-c2ccc(=O)n(Cc3cccc(Br)c3)n2)cc1	/	-8%	16%	-1.0%	/	/	0.3%	3%	/	/
CC(C)=C1C2CCC1C1C(=O)N(c3nc(-c4ccc(C(C)C)cc4)c(C)s3)C(=O)C21 (stereo unspecified)	-2.0%	-3%	?	-0.1%	-2.3%	/	2.9%	29%	8	26
O=C(COc1ncnc2ccccc12)Nc1ccc(S(=O)(=O)N2CCOCC2)cc1	/	-4%	2.0%	1.7%	/	i	0.3%	7%	/	/
COCCNC(=O)/C(C#N)=C/c1c(N2CCN(c3ccccc3)CC2)nc2c(C)cccn2c1=O	/	-2%	3.1%	-1.5%	/	/	-0.1%	3%	/	/
Cc1ccc(OCC(=O)Nc2ccc3c4c(cccc24)CC3)c(C)c1	-2.7%	-3%	1.4%	-0.3%	-9.4%	i	0.1%	-3%	0	9
N#CCSc1ncnc2sc3c(c12)CCC3	1.3%	-3%	?	-0.1%	-8.0%	i	-0.9%	8%	8	6
CC1CCCCN1C(=O)C1CCCCN1S(=O)(=O)c1cccc([N+](=O)[O-])c1 (stereo unspecified)	/	-5%	-0.1%	-0.1%	/	i	0.0%	14%	/	/
Cc1nc2ccccn2c1C(=O)N=Nc1c(O)[nH]c2ccccc12	-1.5%	1%	3.3%	0.5%	-7.3%	i	1.9%[50 µM]	8%	0	3
Cc1ccc(C)c(N(CC(=O)NCCSCc2ccco2)S(C)(=O)=O)c1	0.7%	11%	0.9%	0.0%	-8.4%	i	1.9%	13%	-31	-12
COc1ccccc1NS(=O)(=O)c1cc(NC(=O)c2cnccn2)ccc1N1CCOCC1	/	-8%	1.1%	-0.4%	/	i	-0.1%	8%	/	/
Cc1ccc(NC(=O)Nc2nc3ccccc3s2)cc1NC(=O)Nc1nc2ccccc2s1	/	-8%	1.9%	0.4%	/	i	0.4%	3%	/	/
CCOC(=O)C1=C(C)OC(N)=C(C#N)C1c1ccccc1 (stereo unspecified)	0.3%	2%	0.5%	0.1%	-3.1%	i	-0.1%	20%	-19	-7
O=C(c1ccc(NC2=NC3CS(=O)(=O)CC3S2)cc1)N1CCN(c2ccccc2)CC1 (stereo unspecified)	/	-2%	1.3%	0.7%	/	/	-0.9%	3%	/	/
O=C(Nn1cnnc1)c1cc(Cl)ccc1Cl	/	-2%	-0.4%	-0.6%	/	/	0.6%	0%	/	/
COc1ccc(C(O)(C(C)C)C(CN2CCOCC2)c2ccc(Cl)cc2)cc1 (stereo unspecified)	/	-7%	9.7%	-0.7%	/	/	0.4%	6%	/	/
CCOC(=O)c1cnn(-c2ncnc3sc4c(c23)CCC4)c1N	2.2%	-1%	1.0%	0.3%	-3.8%	i	0.2%	4%	-11	14
O=C(CN(CCc1ccccc1)S(=O)(=O)c1ccc(Cl)cc1)N/N=C/c1ccccc1C(=O)O	-0.7%	-2%	0.4%	0.4%	-4.6%	i	0.1%	9%	8	-2
CC1=CC(C)(C)NC(=S)N1c1ccc(C)cc1	1.0%	-3%	?	-0.2%	-8.1%	i	0.2%	7%	-13	-2
Cc1ccc(CNc2nc3c([nH]2)c(=O)n(C)c(=O)n3C)cc1	-0.1%	-4%	-0.5%	0.0%	2.4%	i	0.0%	6%	-10	-6
CC(=O)Nc1nc2ccccc2n1CCN1CCOCC1	-0.5%	-3%	-0.4%	1.7%	-7.8%	i	7.9%	9%	-3	-14
CC1CCCC2(C1)NC(=S)c1c(sc3c1CCCC3)N2 (stereo unspecified)	-0.8%	3%	2.3%	-0.4%	-2.2%	i	-0.4%	34%	7	7
CCOCCCN(CCC#N)S(=O)(=O)c1ccc(S(=O)(=O)N2CCCC2)cc1	-2.7%	-10%	0.2%	-1.5%	-4.0%	i	1.8%	23%	18	16
C#CCNC(=O)C1=C[C@@H](c2csc3ccccc23)[C@H](CCCO)[C@@H](OCC)O1	3.1%	-2%	8.2%	-0.3%	-3.6%	i	1.2%	10%	-2	-5
CC1CC2=C(C(=O)O1)C(C)Nc1ccccc1N2 (stereo unspecified)	-1.6%	1%	-1.0%	-0.7%	-2.9%	i	-0.1%	23%	3	6
CCCCNC(=O)c1ccc2c(c1)N(CC)C(=O)c1ccccc1S2(=O)=O	/	6%	1.8%	-0.4%	-1.2%	i	-1.1%	-2%	17	11
Cc1c(Cl)cccc1NC(=O)CSc1nccn1C	/	5%	1.9%	0.1%	/	/	0.2%	26%	/	/
CCCNC(=O)c1ccccc1NC(=O)c1ccccc1N(C)S(=O)(=O)c1ccc(C)cc1	-0.1%	4%	/	-0.3%	1.1%	i	0.2%	-2%	6	10
CN(CC(=O)Nc1ccncc1)S(=O)(=O)c1ccc(Cl)cc1	1.8%	-5%	-0.1%	-0.3%	-6.3%	i	0.7%	3%	-3	-4
Cc1cc(SCC(=O)O)nc2ccccc12	-0.4%	6%	0.0%&1.1%	0.1%&0.2%	1.7%	i	-0.3%&0.0%	7%&-5%	-6	1
CCOC(=O)/C(C#N)=c1/s/c(=C2\C=Cc3ccccc3N2CC)c(=O)n1CC	-2.1%	-12%	0.5%	/	50%	/	0.0%	2%	26	21
CC(=O)C1C(c2ccc([N+](=O)[O-])cc2)c2c(noc2C)CC1(C)O (stereo unspecified)	/	-9%	-0.1%	0.4%	/	i	-1.1%	3%	/	/
CC(C)(C)NC(=O)CSc1nc(O)cc(=O)n1-c1ccccc1	2.7%	-1%	0.2%	0.4%	-13%	i	5.4%	-27%	8	2
C=CCN1N=C(/C=C/c2ccc(OC)cc2)CCC1=O	/	-9%	6.7%	-0.1%	/	/	0.1%	10%	/	/
Nc1sc2c([n+]1CCCS(=O)(=O)[O-])CCCC2	-0.9%	/	-0.8%	0.6%	-1.8%	i	-1.0%	4%	-3	12
COC(=O)c1ccc(CSc2nc3c(c(=O)n2-c2ccc(C)cc2)SCC3)o1	/	-3%	6.9%	-0.2%	1.6%	i	0.2%	14%	15	13
COc1ccc(NC(=O)COC(=O)CCNS(=O)(=O)c2ccccc2)cc1OC	0.2%	1%	0.8%	0.1%	-5.0%	i	0.1%	8%	-11	10
O=C(Nc1ccc(NC(=O)C2CC2)nc1)c1cccs1	-0.5%	-2%	0.4%	0.1%	-1.9%	i	-0.3%	5%	-6	14

Random excerpt: 6 entries already listed, in no set order.
SMILES	ER stress rescue	NS5 inhibitors	RSV CPE inhibition	West Nile antiviral	XIAP antagonists	Yfh1-off respiration	K1F lysis inhibition	SV40 large T antigen	WT yeast gro inh	WT yeast gro inh mutant strain	others
CC(=O)C1C(c2ccc([N+](=O)[O-])cc2)c2c(noc2C)CC1(C)O (stereo unspecified)	/	-9%	-0.1%	0.4%	/	i	-1.1%	3%	/	/
CCCNC(=O)c1ccccc1NC(=O)c1ccccc1N(C)S(=O)(=O)c1ccc(C)cc1	-0.1%	4%	/	-0.3%	1.1%	i	0.2%	-2%	6	10
COCCNC(=O)/C(C#N)=C/c1c(N2CCN(c3ccccc3)CC2)nc2c(C)cccn2c1=O	/	-2%	3.1%	-1.5%	/	/	-0.1%	3%	/	/
Cc1ccc(C)c(N(CC(=O)NCCSCc2ccco2)S(C)(=O)=O)c1	0.7%	11%	0.9%	0.0%	-8.4%	i	1.9%	13%	-31	-12
Cc1ccc(NC(=O)Nc2nc3ccccc3s2)cc1NC(=O)Nc1nc2ccccc2s1	/	-8%	1.9%	0.4%	/	i	0.4%	3%	/	/
O=C(CN(CCc1ccccc1)S(=O)(=O)c1ccc(Cl)cc1)N/N=C/c1ccccc1C(=O)O	-0.7%	-2%	0.4%	0.4%	-4.6%	i	0.1%	9%	8	-2

Compounds as they come; about 2.2% have a hit in one of these screens.
